HSP90 refold inh – blocks HSP90-mediated luciferase refolding in reticulocyte lysate; inhibition, % at 5.6 µM; Rabbit reticulocyte lysate, luciferase refolding luminescence, 3 h; 290,000 tested, 0.91% active;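 active means inhibition above the screen-wide mean plus 3 SD, computed separately per campaign, cut at about 16% in these data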;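 further: 0% = DMSO wells and 100% = 60 µM geldanamycin wells; inhibitors lower the luminescence because luciferase stays unfolded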
Platelet DG rel – modulates dense granule release in human platelets | human platelet-rich plasma, SFLLRN dense granule ATP release, luminescence | 300,000 tested, 0.22% active | AID 1663 | inhibition, %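 (compounds screened at 7.5 µM in platelet-rich plasma)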;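 active means mean replicate score, as percent of positive control, at or above 50; inconclusive means mean below 50 but at least one replicate at or above 50; inactive means mean and every replicate below 50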
HDAC3 inh – inhibitors of human histone deacetylase 3; AID 2718; recombinant HDAC3, fluorogenic peptide/trypsin coupled, fluorescence; 320,000 tested, 0.15% active; O15379; inhibition, % at 8.3 µM; in the data active means inhibition above about 26%, passing the limit was not always enough; inconclusive means no clear call, values can overlap the other calls
Target sequence (O15379 whole entry, looked up): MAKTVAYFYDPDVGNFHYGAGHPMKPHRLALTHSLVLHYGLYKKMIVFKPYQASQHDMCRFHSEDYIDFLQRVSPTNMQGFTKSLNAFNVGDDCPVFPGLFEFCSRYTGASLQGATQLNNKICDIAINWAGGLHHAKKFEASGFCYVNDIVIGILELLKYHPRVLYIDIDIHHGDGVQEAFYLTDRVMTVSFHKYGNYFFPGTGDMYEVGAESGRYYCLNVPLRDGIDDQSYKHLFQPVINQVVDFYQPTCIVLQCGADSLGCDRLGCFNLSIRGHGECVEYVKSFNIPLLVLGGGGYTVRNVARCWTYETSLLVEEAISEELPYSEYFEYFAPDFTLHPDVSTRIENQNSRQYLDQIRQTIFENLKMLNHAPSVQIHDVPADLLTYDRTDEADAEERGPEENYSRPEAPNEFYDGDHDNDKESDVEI
KLF5 inhibitor – inhibitors of KLF5 expression; DLD-1 KLF5 promoter-luciferase reporter, luminescence; inhibition, % at 5 µM; 290,000 tested, 0.23% active;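 active means inhibition above a per-plate limit of that plate's mean compound inhibition plus 3 SD, cut at about 60% in these data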;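 further: 0% = DMSO wells and 100% = LY294002 at 200 µM; higher means less KLF5 promoter-driven luciferase light; inactives centre near -14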
aSyn UTR inh – 5' untranslated region of α-synuclein, MLPCN primary screen | inhibition, % (tested at 7.5 µM) | AID 1813 | 300,000 tested, 0.82% active | alpha-synuclein 5'UTR reporter, inhibitor activity; in the data active means inhibition above about 60%; inconclusive means no clear call, values can overlap the other calls;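 further: H4 neuroglioblastoma cells stably carrying SNCA 5'UTR luciferase fusion; 0% = DMSO wells and 100% = positive control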
HSF-1 act – increases HSF-1 driven luciferase reporter signal; NIH3T3-HGL HSF-1 luciferase reporter, MG132, 8 h; 100% = twice DMSO control signal; activation, % at 9 µM; 300,000 tested, 1.7% active; AID 504408;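 active means mean replicate activation of at least 50% with a set share of replicates each reaching 50%; inconclusive means only one of those two conditions met; inactive means mean below 50% and too few replicates reaching it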;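 further: 0% = median of the neutral control wells and 100% = twice that signal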
IEC-6 cytotox – IEC-6 cytotoxicity, counter-screen for KLF5 inhibitors; luminescence viability; inhibition, % at 5 µM; 290,000 tested, 0.78% active; AID 1825; in the data active means inhibition above about 22%;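 further: 0% = plate median of test compound wells and 100% = cytotoxic reference compound wells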
HSF1 inh – HSF1 inhibition; activity change, negative = inhibition, % at 7.5 µM (by protocol); 300,000 tested, 0.77% active; NIH3T3-HGL HSE-luciferase, MG132-induced, luminescence 8 h; stronger effect = lower value;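 active means more than half of replicate wells show activity change below -50%, luminescence cut by over half; inconclusive means some wells, but at most half, below -50%; inactive means no replicate well below -50%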;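 further: luciferase reports HSF-1 transcriptional activity via heat shock element; 0% = median of DMSO wells and -100% = zero luminescence signal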
HIF act – HIF pathway transcriptional activation. U2OS HRE-luciferase reporter, luminescence; normalized: DMSO 0%, desferrioxamine 100%. activation, % at 7.5 µM (by protocol). 300,000 tested, 0.32% active. AID 1910;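 active means mean activation of at least 10% of the iron chelator positive control signal, with at least half of replicates also reaching 10%; inconclusive means mean and replicate majority disagree about reaching 10%; inactive means mean and most replicates under 10%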
AI-2 QS mod – modulators of Vibrio harveyi AI-2 quorum sensing system | activity change, % at 7.5 µM | AID 2094 | 300,000 tested, 0.4% active | Vibrio harveyi JMH597 AI-2 luminescence/OD600 ratio, 9 h; stronger effect = lower value; strain lacks LuxN and CqsS sensors; 0 = neutral-control median; in the data active means activity change below about -75%, passing the limit was not always enough; inconclusive means no clear call, values can overlap the other calls;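 further: luminescence divided by OD600 gain over 9 h not by final OD600 alone; inactives centre near 13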
The depositor's hits bear a star; u = inconclusive; x = not tested or not shown.

SMILES,HSP90 refold inh,Platelet DG rel,HDAC3 inh,KLF5 inhibitor,aSyn UTR inh,HSF-1 act,IEC-6 cytotox,HSF1 inh,HIF act,AI-2 QS mod
CCOc1cccc(C(=O)Nc2cc(-c3nn4c(C)nnc4s3)ccc2C)c1,-1,-3,6,0,14,-2,-5,-8,-0.3,5
Cc1onc(-c2ccccc2)c1C(=O)Oc1ccccc1,3,1,9,4,24,-4,1,-11,0.1,26
S=C(NCC1CCCO1)N1CCN(c2nc(-c3ccccc3)cs2)CC1 (stereo not drawn),2,-5,6,-2,-7,-11,5,4,-0.8,34
Cc1ccc(S(=O)(=O)N2CCC(C(=O)NCC3CCCCC3)CC2)cc1,0,2,-4,-8,2,u,-6,4,-0.9,x
Cc1cnc(C(=O)OCC(=O)Nc2ccc(Cl)cc2Cl)cn1,0,u,-1,-21,22,7,7,-12,-0.2,18
Cc1n[nH]c(C)c1CCC(=O)N/N=C/c1cccc([N+](=O)[O-])c1,-1,-1,-8,-14,15,16,-1,11,-0.6,18
CC(=O)OC(C(=O)NC1CCCCC1)c1ccc(Cl)c(Cl)c1 (stereo not drawn),0,0,2,-8,-19,2,-1,-4,0.5,18
CCN(CC)S(=O)(=O)c1cc(NC(=O)c2ccc(Br)s2)ccc1C,1,-1,-3,-22,-95,29,-1,5,1.2,3
CN(C(=O)CSc1nncc2ccccc12)C1CCCCC1,-3,-3,-5,-53,-107,44,4,28,4.7,10
N=c1sccn1CC(=O)Nc1ccc([N+](=O)[O-])cc1Cl,21*,-1,3,-16,-4,x,5,x,x,1
Cc1ccc(/C=N/NC(=O)c2ccc(C(=O)N/N=C/c3ccc(C)s3)o2)s1,-4,-2,-14,-5,-22,9,-5,3,-29,8
Cc1ccc(N2CC(C(=O)Nc3nnc(SCC(N)=O)s3)CC2=O)cc1 (stereo not drawn),-3,-9,10,9,-10,3,-6,-3,-0.2,13
CC1CCC(C(=O)NC(C(=O)NCc2ccccn2)C(C)C)CC1 (stereo not drawn),2,0,-3,-42,-2,-1,1,-7,-1.2,-3
Cc1noc2ncc(C(=O)c3cc(F)ccc3O)cc12,0,3,1,-10,24,15,-3,1,0.4,32
COc1cc(NC(=O)CN(C)S(=O)(=O)c2ccc(-c3ccc(=O)[nH]n3)s2)cc(OC)c1,-2,-2,1,-7,18,-93,2,-91*,-0.2,25
CC(C)(C)N1CC(OC(N)=O)C1,8,3,0,-23,5,-10,3,-8,-0.5,12
COc1cc(/C=N/Nc2nc(=O)[nH]nc2C)cc(OC)c1O,2,11,5,-5,-4,-13,-3,-3,0.0,27
CCC(C)OC(=O)C1=C(C)O[C@]23OC(N)=C(C#N)[C@]12C(=O)c1ccccc13 (stereo partly drawn),-3,5,5,0,-18,6,-1,0,-0.4,13
C/C(=N\NC(=O)c1nnn(-c2nonc2N)c1C(C)C)c1ccncc1,0,-4,1,-26,5,-58,8,-51*,-0.3,-4
O=C(NC1CC1)C1=C[C@@H](c2csc3ccccc23)C[C@@H](OCCCCO)O1,x,0,11,x,-7,-15,x,0,1.0,11
O=C1NC(c2ccc(O)cc2)Nc2ccccc21 (stereo not drawn),-2,-1,-23,-50,-38,18,10,12,1.1,9
CN1C(=O)CC(c2cn(Cc3ccccc3)c3ccccc23)C1=O (stereo not drawn),0,4,4,-24,13,4,2,-3,0.0,1
COc1ccc(OC)c(-n2c(SCC(=O)N3CCc4ccccc43)nc3c(c2=O)SCC3)c1,-2,3,-1,-3,34,-12,-1,-4,-0.2,19
CS(=O)(=O)N(CC(=O)N1CCc2ccccc2C1)c1ccccc1Br,4,0,3,-2,6,-5,3,-2,0.1,-12
O=C(/C=C/c1ccc(Cl)cc1)N1CCN(Cc2ccccc2)CC1,3,-2,9,-29,4,10,8,-6,0.5,-11
COc1cc(OC)cc(C(=O)N[C@H](C(=O)OCC(=O)Nc2cccc(F)c2)C(C)C)c1,-1,-18,0,-21,-36,-6,-6,-1,0.0,9
COc1ccc(CCNC(=O)CN(c2ccccc2OC)S(=O)(=O)c2ccc(C)cc2)cc1,11,12,-2,-19,1,10,0,1,-1.8,-2
CSc1cccc(NS(=O)(=O)c2cc(Br)cnc2N)c1,-3,5,2,-42,16,-70,-4,-61*,-0.5,-25
CCN1CCN(C(=O)c2ccccc2N(Cc2ccccc2)S(=O)(=O)c2ccc(C)cc2)CC1,-4,2,u,-42,-23,-1,-5,-5,-0.5,19
CCOc1ccc(NS(=O)(=O)c2ccc(C(=O)N(C)CCc3ccc(OC)c(OC)c3)cc2)cc1,-4,-8,-1,-13,14,7,-2,8,-0.1,15
CCN1CCN(C(=O)CCc2nnc(CCc3ccccc3OC)o2)[C@@H](C)C1=O,-7,9,0,-7,-11,-52,-6,-40,0.4,11
CC(=O)Nc1ccc(Oc2nc(-c3cccnc3)nc3sc4c(c23)CCCC4)cc1,x,-4,-6,x,13,-9,x,-4,0.0,13
COc1nc(NCCc2ccc(OC)c(OC)c2)nc(Nc2ccccc2)n1,5,7,0,-11,-53,17,9,15,0.5,33
O=C1c2ccccc2C(=O)C12OC(c1ccccc1)C1(C(=O)c3ccccc3C1=O)C2c1ccc([N+](=O)[O-])cc1 (stereo not drawn),0,-4,17,-35,5,5,1,-3,-0.5,-6
CN(CC1CCCN(CCc2ccc(Cl)cc2)C1)C(=O)c1ccco1 (stereo not drawn),-4,-4,-3,-12,14,-8,4,-5,-0.6,3
CCOc1ccccc1NC(=O)CCN(c1ccc(C)cc1)S(=O)(=O)c1ccccc1,1,5,-2,12,0,1,-1,0,-0.7,39
CC(/C=C/c1ccccc1)=N/NC(=O)Cn1nnc(N)n1,-1,-2,-1,-25,-7,3,-5,1,-0.6,4
N/C(=N\OC(=O)c1ccc(Cl)c([N+](=O)[O-])c1)c1ccccn1,6,11,-6,-36,-42,35,3,10,1.5,20
CC(C)N(Cc1nccn1C)C(=O)c1cc(COc2cccc(C(F)(F)F)c2)on1,0,-26,8,-12,2,-4,0,-2,-0.4,9
CCc1ccc(NC(=O)Cn2nnc(C(=O)NCc3ccc4c(c3)OCO4)c2N)cc1,-4,4,-1,-36,18,4,-11,-3,0.3,21
CCOC(=O)N1CCN(c2ncnc3c2cnn3-c2ccc(Cl)cc2)CC1,3,-5,x,-31,-86,-8,7,-8,-0.2,5
CN(CC(=O)NC1CCCc2ccccc21)S(=O)(=O)c1cccs1 (stereo not drawn),-2,3,-1,3,-6,4,0,-1,0.0,16
CN1c2ccc([N+](=O)[O-])cc2C(C)(C)C12C=Cc1cc(C(=O)O)ccc1O2 (stereo not drawn),1,-3,0,-10,3,0,-6,7,-0.8,52
COc1ccc(NS(=O)(=O)c2cc(N/C(=N\S(=O)(=O)c3ccccc3)c3ccc(F)cc3)ccc2Cl)cc1,0,-8,x,12,15,49,39*,16,0.7,17
CN(CC(=O)Nc1ccc2c(c1)CCC2)CC(=O)Nc1ccccc1Br,-2,2,2,-13,-14,-3,1,1,0.7,15
COc1ccc(-c2nc(CN3CCC(C(=O)NC4CCCC4)CC3)c(C)o2)cc1OC,1,9,6,-19,11,-1,11,-5,0.2,13
COc1ccc(N2CCN(CCCNC(=S)Nc3c(C)cccc3C)CC2)cc1,3,6,-2,-21,4,-11,4,-4,-0.4,11
CCCC1=Nc2cc(C(=O)NCCCOCC)ccc2Sc2ccccc21,2,1,2,80*,67*,-14,97*,-15,1.0,12
CCCCCn1c(CNC(=O)c2cccs2)nc2ccccc21,5,7,3,-11,16,11,1,3,-0.4,14
CCOc1cc(N2CCOCC2)c(OCC)cc1NC(=O)[C@H](C)NC(=O)c1ccco1,0,5,-11,-34,13,-1,3,-7,-0.9,19
CCc1cccc(OCC(=O)Nc2cc(S(=O)(=O)N3CCOCC3)ccc2N2CCCC2)c1,5,0,-3,-13,-20,3,-6,11,-0.1,24
O=C(Cn1nc(Cc2cccnc2)c2ccccc2c1=O)N1CCN(C(=O)c2ccco2)CC1,1,4,-8,-4,3,10,0,2,0.0,22
O=C(c1ccc(Cl)c([N+](=O)[O-])c1)N1CCN(c2ccccn2)CC1,-3,-2,x,11,-13,39,3,8,0.2,11
Cc1ccc(C(=O)Nc2ccccc2C(=O)O)cc1S(=O)(=O)Nc1ccccc1,-6,-1,-4,-41,-1,-54,5,u,-0.4,20
COC(=O)C1=C(C)NC=C([N+](=O)[O-])C1c1ccc(OC)cc1 (stereo not drawn),2,-5,7,-42,14,8,-2,11,-0.3,-4
Cc1cc(NC(=O)COc2cccnc2[N+](=O)[O-])no1,0,4,-2,-25,-13,-8,0,-7,0.8,-1
O=C(Nc1ccc(F)cc1)C1=CC(=O)N2CCN=C2S1,1,15,10,-15,2,4,-1,-8,-0.3,-6
O=c1cc(-c2ccccc2)nc2nc(SCc3ccccc3)[nH]n12,5,-2,1,22,11,23,3,7,-0.8,8
c1ccc(-c2ccccc2OCCCN2CCCC2)cc1,2,-4,-3,-3,1,-13,-1,-7,2.3,-2
Cc1ccccc1-n1c(C)nnc1SCC(=O)N1CC(=O)Nc2ccccc21,4,-5,-1,-15,-27,-3,-2,1,1.1,22

2 entries picked at random from the list so far, as already listed:
SMILES,HSP90 refold inh,Platelet DG rel,HDAC3 inh,KLF5 inhibitor,aSyn UTR inh,HSF-1 act,IEC-6 cytotox,HSF1 inh,HIF act,AI-2 QS mod
CCc1cccc(OCC(=O)Nc2cc(S(=O)(=O)N3CCOCC3)ccc2N2CCCC2)c1,5,0,-3,-13,-20,3,-6,11,-0.1,24
CCOc1cc(N2CCOCC2)c(OCC)cc1NC(=O)[C@H](C)NC(=O)c1ccco1,0,5,-11,-34,13,-1,3,-7,-0.9,19

Next part.
SMILES,HSP90 refold inh,Platelet DG rel,HDAC3 inh,KLF5 inhibitor,aSyn UTR inh,HSF-1 act,IEC-6 cytotox,HSF1 inh,HIF act,AI-2 QS mod
Nc1nc(/C=C/c2ccc(F)cc2)nc(-c2ccccc2O)n1,0,3,-1,13,-53,11,1,15,0.5,9
Cc1ccc(S(=O)(=O)N(Cc2cc3cccc(C)c3[nH]c2=O)c2ccccc2)cc1,-1,-1,-14,28,-9,4,2,14,1.4,35
CCOc1ccc(N(CC(=O)NC2CCCC2)C(=O)CCC(=O)Nc2ccccn2)cc1,5,x,-5,-31,x,x,0,x,x,x
COc1cc(NC(=O)c2ccc(NC3=NC4CS(=O)(=O)CC4S3)cc2)cc(OC)c1 (stereo not drawn),2,-4,9,-17,5,-13,-7,-14,0.5,-3
Cc1c(Cl)cccc1N1C(=O)CC(N(O)c2ccccc2)C1=O (stereo not drawn),-1,6,-5,-10,-20,9,-6,2,-0.3,8
O=C(NCC1CCCO1)c1ccc(Oc2ccc([N+](=O)[O-])cc2Cl)cc1 (stereo not drawn),-3,2,u,-20,4,14,-7,-3,-0.3,34
S=C(NCCc1ccccc1)N1CCc2ccccc2C1,0,-1,-1,-51,-101,37,4,17,1.5,-6
COc1ccc(OCC(O)Cn2c(N3CCCCC3)nc3c2c(=O)n(C)c(=O)n3C)cc1 (stereo not drawn),-1,-4,1,-31,-10,1,0,-8,-35,14
